# TbREL1 primary – TbREL1 RNA ligase inhibitors, primary screen, biochemical, FRET fluorescence | AID 1117264, 2014 | RNA-editing ligase 1, mitochondrial (Trypanosoma brucei brucei), P86926 | 89,000 compounds, 0.49% hits | inhibition, % at 9.66 µM | TbREL1 RNA ligation;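 active = inhibition above the mean inhibition across all screened compounds plus 3 SD, cut at about 11% in these data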;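 note: 0% = plate median of test wells and 100% = NSC42067 control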
# Target sequence (P86926 whole entry, looked up): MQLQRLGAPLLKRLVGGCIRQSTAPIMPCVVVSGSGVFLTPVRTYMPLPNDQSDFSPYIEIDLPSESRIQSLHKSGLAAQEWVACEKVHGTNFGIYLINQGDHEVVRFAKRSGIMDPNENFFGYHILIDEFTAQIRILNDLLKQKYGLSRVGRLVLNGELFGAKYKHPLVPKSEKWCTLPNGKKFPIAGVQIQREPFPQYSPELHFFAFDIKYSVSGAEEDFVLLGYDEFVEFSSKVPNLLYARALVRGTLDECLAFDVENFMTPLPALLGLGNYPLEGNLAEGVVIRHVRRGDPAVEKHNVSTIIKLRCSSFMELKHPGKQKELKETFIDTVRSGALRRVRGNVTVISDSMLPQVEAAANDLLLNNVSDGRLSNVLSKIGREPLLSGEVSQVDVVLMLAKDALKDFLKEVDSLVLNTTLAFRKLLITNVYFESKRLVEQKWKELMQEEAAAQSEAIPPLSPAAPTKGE
# Starred values were filed as active, the others as inactive.
SMILES,TbREL1 primary
COc1cc(C(=O)Nc2ccc(Cl)c([N+](=O)[O-])c2)cc(OC)c1OC,1
CCCN1CCN(C(=O)c2ccc(-c3ccc([N+](=O)[O-])cc3)o2)CC1,-1
COCCN(C(C)=O)c1nnc(-c2ccccn2)s1,-3
O=C1CC(C(=O)Nc2nccs2)C(c2ccccc2)O1 (stereo not drawn),8
CNC(=S)N(Cc1cc2cc(OC)c(OC)cc2[nH]c1=O)C1CCCC1,-5
Cc1cc(O)c(C(C)C)cc1NC(=O)Nc1cccc2ccccc12,2
COc1ccc(Nc2nc(N)nc(CN3CCOCC3)n2)cc1,7
O=Cc1cc(OCc2ccccc2)ccc1[B-](F)(F)F,1
COc1ccccc1NS(=O)(=O)c1cc(NC(=O)Nc2cccc(C)c2)ccc1N1CCCCC1,3
CS(=O)(=O)n1nc(-c2cccnc2)nc1NCc1ccccc1,10
COc1ccccc1C1=NOC(CN2C(=O)c3ccccc3S2(=O)=O)C1 (stereo not drawn),-3
COc1ccc(NC(=O)CN2C(=O)NC(C)(C3CC3)C2=O)cc1S(=O)(=O)N1CCCCC1 (stereo not drawn),3
CC(C)CCN1C(Nc2ccccc2)=NC[C@@H]1CC(C)C,5
CC1CC(C)CN(C(=O)C2CCN(c3cncnc3)CC2)C1 (stereo not drawn),-2
COc1ccc(-n2c(=S)[nH]c3cc(C(=O)N4CCN(c5ccccc5)CC4)ccc3c2=O)cc1,-9
Cc1nn(Cc2ccccc2)c(C)c1CCC(=O)O,0
COc1ccc(C2/C=C\CN(S(=O)(=O)/C=C/c3ccccc3)CC(=O)N2Cc2ccc(F)cc2)cc1 (stereo not drawn),1
COc1ccc(N(C)S(=O)(=O)c2cccc(C(=O)NCC3CCCO3)c2)cc1 (stereo not drawn),-1
CCCCNC(=O)C1CC(=O)N(CCC(C)C)C1 (stereo not drawn),-1
Cn1c(C(=O)N2CCN(C(=O)c3ccco3)CC2)cc2c(=O)n3ccccc3nc21,0
COc1ccc2oc(C(=O)OCC(=O)N3CCN(S(=O)(=O)c4ccc(C)cc4)CC3)c(C)c2c1,-6
CC(C)c1ccc(NC(=O)Nc2nc(C(N)CCc3ccccc3)cs2)cc1 (stereo not drawn),7
CC(C)CC(=O)Nc1ccc(C(=O)COC(=O)C2CC(=O)N(Cc3ccccc3)C2)cc1 (stereo not drawn),1
O=C(/C=C/c1ccccn1)c1cc(Br)ccc1O,1
CC(=O)c1ccc(NC(=O)c2cnsn2)cc1,-3
Cc1cccc(C)c1NC(=O)CSc1cc(C(=O)c2nccn2C)c2ccccc2n1,-1
CCC1CCCCN1S(=O)(=O)c1ccc(NC(=O)C2CC(=O)N(C(C)(C)C)C2)cc1 (stereo not drawn),-1
COc1ccc(C)cc1NC(=S)Nc1ccccc1SC,-1
CC1OC2(OC1C)C(=O)Nc1ccccc12 (stereo not drawn),0
COc1ccccc1CNC(=O)Nc1nnc([C@H]2C[C@H](O)[C@@H](CO)O2)s1,1
Cc1cc(Br)cc2c1NC(=O)C2(O)CC(=O)c1ccco1 (stereo not drawn),8
CN(C)C(=O)/C(=C\c1cccc(Oc2ccccc2)c1)NC(=O)c1ccccc1,0
CC1CCCN(C(=O)COC(=O)Cc2c(F)cccc2Cl)C1 (stereo not drawn),2
COC(=O)c1ccc(OC(=O)CCN2C(=O)C3CCCCC3C2=O)cc1 (stereo not drawn),-3
COc1ccc(OC)c(-n2c(-c3ccccc3)n[nH]c2=S)c1,0
O=C(Cc1cccc(NC(=O)C2CCCN(C(=O)C3CCCCC3)C2)c1)Nc1ccc(C(=O)N2CCOCC2)cc1 (stereo not drawn),-1
C/C(=N\NC(=O)c1sccc1-n1cccc1)c1cccs1,4
CCCCNC(=O)C[C@H]1C[C@@]2(C(=O)OC)C(=C[C@H](C3CCCC3)O[C@@H]2C)N(Cc2ccc(Cl)cc2Cl)C1=O,3
COc1cc(NC(=O)c2ccc(NS(=O)(=O)c3c(C)noc3C)cc2)cc(OC)c1,-1
Cc1ccc(S(=O)(=O)N(C)CC(=O)Nc2ncccc2C)cc1,0
COc1ccccc1N1CCSC1C(N)=O (stereo not drawn),-3
N#Cc1ccc(NC(=O)C2CC(c3ccc(F)cc3)=NO2)cc1 (stereo not drawn),2
COc1ccc(NC(=O)NC2(C(=O)N3CCCCCC3)CCCCC2)cc1,-1
Cc1onc(-c2c(Cl)cccc2Cl)c1C(=O)c1c[nH]c(C(=O)NCC2CCCO2)c1 (stereo not drawn),-1
C=CCN(c1ccccc1)S(=O)(=O)c1cccc(C(=O)NCc2ccncc2)c1,-1
COC(=O)c1c(NS(=O)(=O)c2cccs2)sc2c1CCCC2,-2
Oc1cccc(NC(=S)Nc2cccnc2)c1,-2
CCOc1ccc(OCC)c(S(=O)(=O)N2CCCCC2)c1,2
CS(=O)(=O)Nc1ccc(S(=O)(=O)NC2CCCCC2)cc1,2
COc1cc(C(=O)OCC(=O)Nc2cccc(S(=O)(=O)N3CCOCC3)c2)ccc1OCC(C)C,-2
CC(C)CC1Nc2ncnc(N3CCOCC3)c2N(Cc2ccccc2)C1=O (stereo not drawn),3
Cc1ccc(S(=O)(=O)NCC(c2cccnc2)N2CCN(Cc3ccccc3)CC2)cc1 (stereo not drawn),0
COc1ccc(C2=NOC3(CC(=O)N(c4ccc(C)cc4)C3=O)C2)cc1 (stereo not drawn),-1
CC(=O)N/C(=N/c1nc(C)cc(C)n1)Nc1ccc(NC(C)=O)cc1,5
O=S1(=O)N[C@@H](Cc2ccccc2)COc2cccc(N3CCN(Cc4ccccc4F)CC3)c21,0
CCOC1=C2[C@H]([C@H]3C(=O)N(c4ccccc4)C(=O)[C@H]3C1)[C@@H](C(C)C)N(S(=O)(=O)c1ccc(C)cc1)[C@H]2c1ccccc1,-1
O=C(/C=C/c1ccc(-c2cccc([N+](=O)[O-])c2)o1)N1CCOCC1,-2
CCOC(=O)C1CCCN(S(=O)(=O)c2cc(OCC(N)=O)c(C)cc2Cl)C1 (stereo not drawn),0
Cn1nnnc1SCc1nnc(-c2ccc(Cl)cc2)o1,-1
CN1C(=O)[C@@](O)(c2cccn2C)c2cc(Cl)ccc21,2
# (next part)
SMILES,TbREL1 primary
Cc1nnc2c3ccccc3ccn12,2
Cc1ccc(S(=O)(=O)CCC(=O)Nc2nc(C(C)(C)C)cs2)cc1,3
CC(C)(C)C(C(=O)Oc1ccccc1)c1ccccc1 (stereo not drawn),-2
Cc1[nH]c2ccccc2c1/C=N/Nc1ccc([N+](=O)[O-])cc1S(=O)(=O)Nc1ccc(Cl)cc1,1
CCN(CC(=O)Nc1ccc(OC)c(OC)c1)S(=O)(=O)c1ccc(C)cc1,-3
Cc1[nH]c(C)c(S(=O)(=O)NCc2ccc(N(C)C)cc2)c1C(=O)N1CCCC1,-8
O=C(COc1ccccc1)Nc1ncn[nH]1,3
O=C(CN1C(=O)c2ccccc2S1(=O)=O)c1cccc(Br)c1,1
CCc1nc2ccccc2n1CC(=O)OCC(=O)N(CC(C)C)c1c(N)n(Cc2ccccc2)c(=O)[nH]c1=O,-2
CC1(C)C(C(=O)O)N2C(=O)C(NC(=O)Cc3ccccc3)C2S1=O (stereo not drawn),-1
O=C(Oc1cccc(C(=S)N2CCOCC2)c1)c1ccccc1,-5
O=C(NCC1CCCO1)c1cc(Br)c(Br)s1 (stereo not drawn),5
CSc1ncccc1C(=O)Nc1cccc(S(=O)(=O)N2CCCCC2)c1,4
COc1cccc(C(=O)NCCCNC(=O)c2ccco2)c1,5
Cc1[nH]n(-c2nc(-c3cccc([N+](=O)[O-])c3)cs2)c(=O)c1C,-3
Cn1c(=O)oc2cc(S(=O)(=O)Nc3ccc(Cl)cc3F)ccc21,0
Cc1ccc(-n2nnnc2SCC(=O)Nc2cccc(NC(=O)c3ccco3)c2)cc1C,-3
O=C(Nc1ccc(S(=O)(=O)Nc2ccccn2)cc1)c1cccc(Cl)c1,3
Cc1cc(C)c([C@@H]2C[C@H]3CN(C4CCCC4)C(=O)[C@]34CCCN24)c(-n2cccn2)c1,-4
Cn1c(C(=O)N2CCN(C(=O)c3ccco3)CC2)cc2c(=O)n(C)c3ccccc3c21,0
COC(=O)CSc1ccc2nnc(CCNS(=O)(=O)c3ccc(C)cc3)n2n1,7
Cc1ccc(NC(=O)CN(C)C(=O)c2cccc(-n3cccc3)c2)cc1,2
COCCNC(=O)c1cccc2c(-c3cccc(C(N)=O)c3)coc12,0
CCn1nc(NC(=O)c2ccncc2)c2cc3cc(C)ccc3nc21,-2
FC(F)(F)c1nnc2sc(-c3cccs3)nn12,0
CCCN(Cc1nc2cc(Cl)ccc2c(=O)[nH]1)C(=O)c1ccc(S(=O)(=O)N2CCCC2)cc1,1
O=c1[nH]c2cc3c(cc2cc1C(c1nnnn1CC1CCCO1)N1CCCC1)OCO3 (stereo not drawn),6
c1ccc(-c2nnc(-c3c[nH]c4ccccc34)nc2-c2ccccc2)cc1,0
COc1ccc(C(O)c2nc(-c3cccc(C(C)C)c3)cs2)cc1 (stereo not drawn),5
Cc1ccc(NC(=O)c2ccc(S(=O)(=O)N3CC(C)CC(C)C3)cc2)cc1S(=O)(=O)N1CCOCC1 (stereo not drawn),0

# As a short view, 7 of the compounds above:
SMILES,TbREL1 primary
CCn1nc(NC(=O)c2ccncc2)c2cc3cc(C)ccc3nc21,-2
FC(F)(F)c1nnc2sc(-c3cccs3)nn12,0
CCCN(Cc1nc2cc(Cl)ccc2c(=O)[nH]1)C(=O)c1ccc(S(=O)(=O)N2CCCC2)cc1,1
O=c1[nH]c2cc3c(cc2cc1C(c1nnnn1CC1CCCO1)N1CCCC1)OCO3 (stereo not drawn),6
c1ccc(-c2nnc(-c3c[nH]c4ccccc34)nc2-c2ccccc2)cc1,0
COc1ccc(C(O)c2nc(-c3cccc(C(C)C)c3)cs2)cc1 (stereo not drawn),5
Cc1ccc(NC(=O)c2ccc(S(=O)(=O)N3CC(C)CC(C)C3)cc2)cc1S(=O)(=O)N1CCOCC1 (stereo not drawn),0

# Continuation.
SMILES,TbREL1 primary
COC(=O)C1(Cc2cc(-c3ccc(OC)cc3OC)no2)CCN(C(=O)OC(C)(C)C)CC1,-1
Cc1ccccc1CSCCNC(=O)CCSc1ccccc1,6
COCCCn1c(C(C)C)nc2oc3cc(OC)ccc3c(=O)c2c1=O,-1
COc1ccc(O)c(/C=N/NC(=O)c2cccc(N3CCCC3=O)c2)c1,2
COC(=O)c1ccc(Oc2nc(NC(C)C)nc(NC(C)C)n2)cc1,-5
COc1ccc(S(=O)(=O)N2CCc3cc(OC)c(OC)cc3C2)cc1,7
CCCc1cc(=O)[nH]c(SCC(=O)Nc2sc3c(c2C#N)CCC(C)C3)n1 (stereo not drawn),-3
Cc1ccccc1CSc1nnc(-c2ccncc2)o1,4
O=C(CCn1nnc2ccccc21)N1CCN(c2ccc(F)cc2)CC1,3
N#Cc1c(C(F)(F)F)cc(C2CC2)nc1N1CCCC1,3
Cn1nc(-c2ccc(Cl)cc2)c2cc(C(=O)NCC3CCCO3)sc21 (stereo not drawn),5
CC1(C(=O)NC2CCCCCCC2)CCC(=O)N1Cc1ccco1 (stereo not drawn),3
COc1ccccc1NC(=S)N(Cc1ccco1)Cc1cc2ccc(C)c(C)c2[nH]c1=O,-3
CCn1c(Cc2ccc(OC)cc2)nnc1SCC(=O)Nc1ccc(N2CCOCC2)cc1,-5
Cc1[nH]nc2c1C(c1ccco1)C(C#N)=C(N)O2 (stereo not drawn),0
O=C(NCCNc1nccc(C(F)(F)F)n1)c1cccs1,0
CCOC(=O)c1c(NC(=O)COC(=O)CCNS(=O)(=O)c2ccccc2)sc(C(=O)NC)c1C,-3
CC[C@H](C)[C@H](NC(N)=O)C(=O)Nc1ccc(S(=O)(=O)NC(C)C)cc1,1
N#Cc1cn(CC(=O)N2CCc3ccccc3C2)c2ccccc12,-1
CC(=NNC(=O)C(C)SC(C)C(=O)NN=C(C)c1cccnc1)c1cccnc1 (stereo not drawn),-3
CNc1nc(=S)[nH]c2ccccc12,1
Cc1ccc(C(=O)N/C(=C\c2cccnc2)C(=O)N2CCCC2)cc1,3
CC(=O)Oc1cc2c(C(=O)NCCCN3CCOCC3)c(C)oc2c2ccccc12,-2
COc1ccc(CNC(=O)c2ccc(NS(=O)(=O)c3ccc4[nH]c(=O)[nH]c4c3)cc2)cc1OC,1
N#Cc1c(Nc2ccccc2Cl)s[nH]c1=O,-5
Nc1ncc(Br)cc1Br,2
COc1cc(-c2c(-c3ccc4c(c3)OCO4)noc2C)ccc1F,1
CCc1cccc(Nc2cc(C)nc3ncnn23)c1,0
Cc1ccnc(NC(=O)CNC(=O)COc2ccccc2)c1,-3
CCCN1CCN(CCCNC(=O)c2ccc(NC(=O)C3=C(C)OCCS3)cc2)CC1,-4
COc1cccc(C(c2nnnn2C(C)(C)C)N2CCN(C3CCCCC3)CC2)c1OC (stereo not drawn),1
COC(=O)C[C@@H]1CC[C@@H]2[C@@H](COc3ccc(NC(=O)Nc4ccc(F)c(F)c4)cc3C(=O)N2C)O1,-3
CC(C)(C)OC(=O)C[C@H]1C/C=C\C[C@@H](CC(=O)N(CCO)Cc2ccccc2)C(=O)N[C@H](Cc2ccccc2)COC1=O,-1
COc1ccccc1N(C)S(=O)(=O)c1ccc(C(=O)N(C)Cc2ccc(OC(F)F)cc2)cc1,1
CC(=O)Nc1ccc(Oc2sc(C(=O)c3ccccc3)c(N)c2C#N)cc1,3
O=[N+]([O-])c1sccc1CS(=O)(=O)c1ccccc1,-2

# An excerpt of these results, with each value named:
Compound: Cc1ccnc(NC(=O)CNC(=O)COc2ccccc2)c1
  TbREL1 primary: -3
Compound: CCCN1CCN(CCCNC(=O)c2ccc(NC(=O)C3=C(C)OCCS3)cc2)CC1
  TbREL1 primary: -4
Compound: COc1cccc(C(c2nnnn2C(C)(C)C)N2CCN(C3CCCCC3)CC2)c1OC (stereo not drawn)
  TbREL1 primary: 1

# Individual results from the list:
# Entry of CC(=O)Nc1ccc(Oc2sc(C(=O)c3ccccc3)c(N)c2C#N)cc1 in TbREL1 primary: 3
# Entry of O=[N+]([O-])c1sccc1CS(=O)(=O)c1ccccc1 in TbREL1 primary: -2
# Entry of CC(C)(C)OC(=O)C[C@H]1C/C=C\C[C@@H](CC(=O)N(CCO)Cc2ccccc2)C(=O)N[C@H](Cc2ccccc2)COC1=O in TbREL1 primary: -1
# Entry of COc1cccc(C(c2nnnn2C(C)(C)C)N2CCN(C3CCCCC3)CC2)c1OC (stereo not drawn) in TbREL1 primary: 1

# Screening results as filed in PubChem.

# An excerpt (hit frequency here may not be typical).
